# Assay outcomes deposited in PubChem BioAssay by National Center for Advancing Translational Sciences (NCATS).
# Giardia kill = kills Giardia lamblia; AID 540267; actives 0.15% (n = 340,000); activity change, % at 7.66 µM, hits read low; Giardia lamblia trophozoite viability; in the data active means activity change below about -80%; inconclusive means between about -30% and that limit;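 further: parasites exposed to compound for two days anaerobically before the ATP read; on the % scale 0 is the no-effect control and ±100 the full control effect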
#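 Luminescent ATP signal served as the viability read-out, measured 15-30 min after adding ATP detection reagent to trophozoites that had been incubated with compounds for 48 hrs at 37 deg C anaerobically at 100 cells/well.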
# hERG WT inh = KCNH2 (human, wildtype) channel inhibition; Q12809; U2OS, BacMam KCNH2, thallium flux FluxOr; hits give low values; activity change, % at 1.84 µM; actives 0.37% (n = 340,000); AID 720551;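 active means maximum activity change below -70%; inconclusive means maximum activity change between -70% and -50%; inactive means maximum activity change above -50%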; further: on the % scale 0 is the no-effect control and ±100 the full control effect
#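 U2OS cells were transduced with wild-type KCNH2 virus (2.03 x 10^8 / mL) for 4 h at room temperature, then cultured overnight at 37 C. Thallium flux was read with FluxOr dye. Rate constants were normalized to DMSO controls.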
# TSHR antagonist = human thyrotropin receptor antagonism; P16473; TSHR-expressing cells, TSH-stimulated cAMP HTRF, 2 h; hits give low values; activity change, negative = inhibition, % at 11.5 µM; actives 0.2% (n = 330,000);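 active means activity change below a set negative limit, meaning inhibition stronger than a set level, cut at about -70% in these data; inconclusive means activity change between two set negative limits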; further: on the % scale 0 is the no-effect control and ±100 the full control effect
#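 TSHR-expressing cells, 200/well, pre-treated with compound, then stimulated with EC80 TSH (4nM final) for 2 hours at 37 deg C. cAMP measured by competitive HTRF: anti-cAMP cryptate antibody in lysis buffer plus cAMP-d2, read after 30 minutes at room temperature.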
# AT treatment = candidate therapy for ataxia-telangiectasia; […] A-T fibroblasts, KAP-1 phosphorylation AlphaLISA; neocarzinostatin DNA damage 30 min before lysis; Potency, µM (doses to about 57.5 µM), inactives show at the highest dose activation, actives largely listed as activators; actives 0.19% (n = 320,000); further: potency means the concentration at half of the fitted maximal effect; % of control where 0% means no effect; nearly all actives have a fitted effect of over 45% in size
#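 hTERT-immortalized A-T patient fibroblasts ([…]), 500 cells/well in OPTI-MEM, 1% FBS, got compounds for 60 min, then NCS for 30 min at 37C. Lysates were then assayed for phospho-KAP-1 by AlphaLISA (anti-pKAP1 donor, anti-KAP1 acceptor beads), 6 hr at 25C.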
# Tb PFK inh = blocks T. brucei phosphofructokinase | AID 485367 | Potency, µM (titrated, usually from 57.5 µM), inactives show at the highest dose activity, negative = inhibition, most hits filed as inhibitors | actives 0.17% (n = 330,000) | T. brucei PFK, ADP-Glo luminescence | O15648;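 further: potency means the concentration at half of the fitted maximal effect; 0% = uninhibited 1x PFK enzyme wells and -100% = no-enzyme wells; nearly all actives have a fitted effect of over 60% in size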
# Target sequence (O15648 whole entry, looked up): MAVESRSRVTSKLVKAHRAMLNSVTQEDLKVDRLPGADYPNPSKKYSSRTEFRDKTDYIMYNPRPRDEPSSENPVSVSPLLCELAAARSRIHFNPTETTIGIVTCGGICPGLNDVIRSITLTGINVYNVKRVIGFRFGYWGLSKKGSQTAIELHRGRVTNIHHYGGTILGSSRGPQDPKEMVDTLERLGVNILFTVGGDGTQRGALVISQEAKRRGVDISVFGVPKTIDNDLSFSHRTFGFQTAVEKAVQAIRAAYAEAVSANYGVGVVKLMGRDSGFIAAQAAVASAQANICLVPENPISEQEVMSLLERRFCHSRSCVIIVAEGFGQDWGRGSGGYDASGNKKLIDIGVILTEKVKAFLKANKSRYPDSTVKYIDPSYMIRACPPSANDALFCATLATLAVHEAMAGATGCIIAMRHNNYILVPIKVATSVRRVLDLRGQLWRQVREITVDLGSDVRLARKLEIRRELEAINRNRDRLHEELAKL
#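 Luminescent ADP detection (ADP-Glo, two-step: ATP depletion then ADP-to-ATP conversion for luciferase) reported PFK activity after 45 min room-temperature reaction of 1.25 nM enzyme with 0.5 mM F6P and 0.1 mM ATP at pH 8.0.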
# GALK inh = inhibitors of human galactokinase. Purified GALK, Kinase-Glo residual ATP luminescence. Potency, µM (doses to about 57.5 µM), without a hit: at the highest dose activity change, negative = inhibition, usual class: inhibitors. P51570. AID 1868. actives 0.007% (n = 270,000); further: potency means the concentration at half of the fitted maximal effect; on the % scale 0 is the no-effect control and ±100 the full control effect
# Target sequence (P51570 whole entry, looked up): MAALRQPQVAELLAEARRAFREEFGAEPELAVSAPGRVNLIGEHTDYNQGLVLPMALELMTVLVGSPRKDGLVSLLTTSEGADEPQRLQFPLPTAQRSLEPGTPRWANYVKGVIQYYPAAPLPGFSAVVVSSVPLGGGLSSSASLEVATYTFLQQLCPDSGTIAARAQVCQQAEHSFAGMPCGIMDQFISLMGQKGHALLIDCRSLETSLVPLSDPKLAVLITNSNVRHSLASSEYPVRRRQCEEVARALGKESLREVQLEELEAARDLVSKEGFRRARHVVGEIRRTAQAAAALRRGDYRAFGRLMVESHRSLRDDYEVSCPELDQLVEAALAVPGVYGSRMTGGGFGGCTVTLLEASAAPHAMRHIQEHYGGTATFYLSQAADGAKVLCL
#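 ATP-depletion format; final 35 uM ATP, 100 uM D-galactose, 5 nM enzyme; pH 8.0 HEPES/Mg2+ buffer; 60 min RT; luminescence read 10 min after detection reagent.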
# TCR act = activators of T cell receptors; Potency, µM (highest dose often 9.22 µM), inactives show top-dose activation of IL-2 secretion, actives largely listed as activators; 330,000 tested, under 10 active; primary human leukocytes, anti-CD3, IL-2 HTRF, 48 h; further: % of control where 0% means no effect
#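 Readout: HTRF IL-2, Eu-cryptate/d2 antibody pair, 320nm excitation, 665nm emission. Stimulus: a-CD3 beads, no co-stimulation. Cells: primary human leukocytes. Exposure: 48 hr with compound.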
# FBPA coupling cs = counter-screen for Giardia aldolase inhibitors: coupling enzyme system; coupling enzyme system counterscreen, AmpLite Red fluorescence; activity change, negative = inhibition, % at 58.2 µM, hits read low; actives 0.67% (n = 290,000); in the data active means activity change below about -30%; further: on the % scale 0 is the no-effect control and ±100 the full control effect
#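 Counterscreen of the coupled detection system alone, without aldolase: glyceraldehyde-3-phosphate coupling enzymes plus AmpLite Red readout. Compounds at 57.5 uM final, 10 min RT preincubation, 20 min RT reaction, fluorescence 525/598 nm.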
# CXXC DNA block = inhibitors of human MLL CXXC domain-DNA interaction. MLL-CXXC / FITC-HOXA9 DNA fluorescence polarization. Potency, µM (series often up to 115 µM), without a hit: at the highest dose activity change, negative = inhibition, most hits filed as inhibitors. actives 0.037% (n = 290,000). AID 2662; active means well fitted inhibition curve with a large enough effect in the polarisation, with a control signal flat, not every such curve was filed as active; inconclusive means small, poorly fitted or top-dose-only effect, or effect the other way, or a change in a side signal; inactive means no such curve, though single readings can be large or run the other way; the % refers to the polarisation; further: potency means the concentration at half of the fitted maximal effect
#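 Purified MLL-CXXC (added from a 7 uM solution) was preincubated 5 min at ambient with pinned compounds in 50 mM Tris-HCl pH 7.5, 50 mM NaCl, 1 mM DTT, 0.05% BSA. Fluorescein-labeled HOX-A9 DNA (50 nM solution) followed, 30 min, then polarization read.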
# Chronic BCR inh = blocks chronic active B-cell receptor signaling | ABC-DLBCL IkBa-CBG/CBR reporter, luminescence ratio, 4 h | Potency, µM (titrated, usually from 46.1 µM), for inactives: at the highest dose ratio change, negative = lower green/red ratio, actives largely listed as inhibitors | AID 493014 | actives 0.05% (n = 340,000); active means well fitted inhibition curve with a large enough effect in the signal ratio, with a control signal flat, not every such curve was filed as active; inconclusive means small, poorly fitted or top-dose-only effect, or effect the other way, or a change in a side signal; the % refers to the signal ratio;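 further: potency means the concentration at half of the fitted maximal effect; plate controls were basal doxycycline-induced cells for no effect and cells given 10 µM MG132 for full effect; MG132 reads +100%, hits lower the ratio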
#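 Compounds up to 46 uM were incubated four hours with TMD8 cells whose green CBG68 luciferase is fused to IkappaBalpha; red CBR luminescence normalised the signal, and concentration-effect curves were fitted to fusion, red and ratio data.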
# Numbers without * were called inactive; i = inactive; u = inconclusive; x = not tested or not shown; & = joins results of further samples; [ ] = dose if it differs, or a comment. Unless noted, the call rests on the fitted dose curve; in most records, active means well fitted curve in the direction sought with a large enough effect; inconclusive means small, poorly fitted or top-dose-only effect, or another doubt; inactive means no such curve, though single readings can be large; an effect the other way counts as inactive or inconclusive.
# A first look, three compounds:
1	O=C(Cn1cc(C(F)(F)F)cc(Cl)c1=O)NCC1COc2ccccc2O1 (configuration not stated)
2	O=C(Nc1ccc(C(F)(F)F)cc1-c1ccccc1)c1ccccc1
3	Cc1nnsc1C(=O)NC(=O)Nc1ccc(F)c(Cl)c1
screen / no.	1	2	3
Giardia kill	5	5	-1
hERG WT inh	1	5	0
TSHR antagonist	3	12	-2
AT treatment	4%	x	5%
Tb PFK inh	-9%	0%	u
GALK inh	x	0%	x
TCR act	-8%	-3%[46.1 µM]	0%
FBPA coupling cs	x	4	2
CXXC DNA block	x	-2%	-8%
Chronic BCR inh	-1%	-8%	-1%

# All compounds of this part, from the first entry:
1	O=C(Cn1cc(C(F)(F)F)cc(Cl)c1=O)NCC1COc2ccccc2O1 (configuration not stated)
2	O=C(Nc1ccc(C(F)(F)F)cc1-c1ccccc1)c1ccccc1
3	Cc1nnsc1C(=O)NC(=O)Nc1ccc(F)c(Cl)c1
4	CCN1CCN(C(=O)c2sc3nc(C)nc(N4CCC(C)CC4)c3c2C)CC1
5	CC(CCC(C)C(C)(C)C)[C@@H]1CC[C@H]2C3C[C@H](OS(O)(=S)=S)[C@H]4C[C@H](OS(O)(=S)=S)[C@@H](OS(O)(=S)=S)C[C@]4(C)[C@H]3CC[C@]12C (some centres not stated) (tested in a mixture with another compound)
6	O=C(NCc1ccccc1Cl)c1cc(=O)[nH]c2ccccc12
7	CC(=O)N1CCN(c2ccc(NC(=O)/C=C/c3ccccc3)cc2)CC1
8	O=C(NCCc1ccccc1)C1CCCN1S(=O)(=O)c1ccccc1 (configuration not stated)
screen / no.	1	2	3	4	5	6	7	8
Giardia kill	5	5	-1	0	-8	8	3	-21
hERG WT inh	1	5	0	-26	-15	1	i	-16
TSHR antagonist	3	12	-2	-4	-83*	-6	28	3
AT treatment	4%	x	5%	-11%	-3%&-13%	1%	0%	0%
Tb PFK inh	-9%	0%	u	-3%	18%&-1%	4%	-20%	-1%
GALK inh	x	0%	x	-1%	x	-2%	-1%	0%
TCR act	-8%	-3%[46.1 µM]	0%	-2%	7%	6%	6%	3%
FBPA coupling cs	x	4	2	1	x	4	1	2
CXXC DNA block	x	-2%	-8%	3%	x	5%	-7%	0%
Chronic BCR inh	-1%	-8%	-1%	4%	17%&10%	2%	1%	-41%

9	COc1ccc(C)cc1NC(=O)COC(=O)c1c(C)nn(-c2ccccc2)c1C
10	O=C(CSc1nnc(-c2cccc(F)c2)o1)NC1CCCC1
11	Cc1ccc2c(c1)N(CC(=O)NCCCN1CCOCC1)C(=O)C(C(C)C)O2 (configuration not stated)
12	CCN(CC(=O)Nc1cc(S(=O)(=O)N2CCCCC2)ccc1Cl)Cc1ccccc1
13	COc1cccc(CC(=O)Nc2ccccc2N2CCCC2)c1
14	Cc1onc(-c2ccccc2)c1C(=O)NCC(O)c1ccccc1 (configuration not stated)
15	COc1ccc(NC(=O)c2ccccc2F)cc1Cl
16	CN(C)CCOc1ccc(-c2c(-c3ccccc3)sc3ccccc23)cc1
screen / no.	9	10	11	12	13	14	15	16
Giardia kill	30	12	-6	7	-3	4	-11	-12
hERG WT inh	-2	1	3	-31	-1	3	-1	17
TSHR antagonist	-31	8	2	-19	7	-5	-6	12
AT treatment	13%	-5%	0%	-2%	6%	14%	x	5%
Tb PFK inh	-3%	-4%	0%	0%	-1%	4%	-5%	3%
GALK inh	x	-6%	x	x	-1%	0%	2%	x
TCR act	-1%	0%	3%	-11%	-3%	5%	-1%	1%
FBPA coupling cs	x	0	x	x	x	-2	-1	x
CXXC DNA block	x	5%	x	x	9%	-3%	-12%	x
Chronic BCR inh	u	2%	-5%	28%	0%	8%	u	-2%

17	C=C(C)COc1ccc(-c2ncncc2-c2ccc(Br)cc2)c(O)c1
18	Cc1ccc(S(=O)(=O)Nc2ccc(C(OC(=O)c3ccccc3[N+](=O)[O-])(C(F)(F)F)C(F)(F)F)cc2)cc1
19	CC(C)(O)c1ccc2c(c1)CCC1C(C)(C(=O)O)CCCC21C (configuration not stated)
20	CN1CCN(CC(=O)Nc2sc3c(c2C(=O)Nc2ccccc2)CCCC3)CC1
21	O=C1c2ccccc2CN1C(CO)c1ccccc1 (configuration not stated)
22	COc1ccc(/C=C2\N=C(C)OC2=O)cc1[N+](=O)[O-]
23	COC(=O)c1ccc(C2c3[nH]c4ccccc4c3C[C@H]3C(=O)N(C4CCN(Cc5ccccc5)CC4)CC(=O)N23)cc1 (some centres not stated)
24	O=C(Nc1ccc(F)cc1)C1CCN(C(=O)NCc2ccccc2)CC1
screen / no.	17	18	19	20	21	22	23	24
Giardia kill	12	u	-29	3	-11	-6	-18	4
hERG WT inh	-12	-25	-6	-92*	2	2	-42	0
TSHR antagonist	-7	8	0	-4	-2	6	0	27
AT treatment	9%	x	14%	-2%	14%	-1%	4%	19%
Tb PFK inh	-3%	1%	1%	0%	1%	-2%	11%	-18%
GALK inh	-3%	1%	-3%	-5%	-1%	-3%	0%	7%
TCR act	-2%	6%[46.1 µM]	-3%	-2%	8%	-2%	-1%	2%
FBPA coupling cs	0	4	-1	x	0	-1	-6	0
CXXC DNA block	-6%	0%	-2%	5%	10%	0%	-3%	1%
Chronic BCR inh	u	u	0%	0%	1%	2%	2%	10%

25	CC(C)CN(C(=O)c1nn(C)c(=O)c2ccccc12)c1nc2ccccc2s1
26	O=C(NC1CC2CCC(C1)N2C(=O)NCc1ccccc1)NC12CC3CC(CC(C3)C1)C2 (configuration not stated)
27	CNCCNC[C@H](Cc1cccc2ccccc12)NCCc1ccccc1
28	CCc1c(OC(C)=O)c2ccccc2n(C)c1=O
29	Cc1cccc(C)c1NC(=S)NCCCN1CCCC1=O
30	Cc1cccc2c(C(=O)O)cc(-c3cccnc3)nc12
31	COc1ccc(CC(C(=O)Nc2cccc(F)c2)c2nn[nH]n2)c(OC)c1 (configuration not stated)
32	CCCCC(=O)Nc1cc(OCC)c(NC(=S)NC)cc1OCC
screen / no.	25	26	27	28	29	30	31	32
Giardia kill	2	2	10	-7	1	-14	8	7
hERG WT inh	0	1	x	-1	-1	-2	-8	0
TSHR antagonist	2	21	6	8	7	4	-2	21
AT treatment	1%	-2%	2%	19%	x	4%	0%	1%
Tb PFK inh	3%	3%	1%	0%	-2%	-4%	-1%	-9%
GALK inh	-3%	0%	x	2%	1%	8%	6%	1%
TCR act	2%	2%	8%	-2%[46.1 µM]	2%[46.1 µM]	1%	1%	x
FBPA coupling cs	-2	0	x	1	-4	7	4	-13
CXXC DNA block	15%	5%	x	6%	-4%	-4%	9%	9%
Chronic BCR inh	22%	0%	-3%	1%	0%	-18%	2%	11%

33	CC(=O)Nc1ccc(NC(=O)C2(C)CC2(Cl)Cl)cc1 (configuration not stated)
34	CCCCn1c(C(C)O)nc2ccccc21 (configuration not stated)
35	Cc1ccc(S(=O)(=O)N(C(=O)c2ccncc2)c2ccc(OC(=O)c3ccncc3)c3ccccc23)cc1
36	CCOc1cc(C(=S)N2CCOCC2)ccc1OS(=O)(=O)c1ccccc1
37	O=C(COC(=O)c1ccc2ccccc2n1)Nc1ccccc1F
38	O=C(O)CCc1ccc(-c2ccc(F)cc2)n1CC1CCCO1 (configuration not stated)
39	Cc1ccc(C(=O)Nc2nnc(-c3cccs3)s2)cc1C
40	CC(OC(=O)Cc1c(F)cccc1Cl)C(=O)NC1(C#N)CCCCC1 (configuration not stated)
41	CCCS(=O)(=O)Nc1c(OC)ccc2c1c(C(=O)OCC)c(C)n2C
42	CC(=O)Nc1cc(C(=O)OCc2cccc([N+](=O)[O-])c2)ccc1C
screen / no.	33	34	35	36	37	38	39	40	41	42
Giardia kill	7	15	-7	0	-3	-11	-4	1	-4	-16
hERG WT inh	-7	2	-2	4	3	4	-15	21	6	-12
TSHR antagonist	12	5	-9	6	-6	-1	5	7	-7	0
AT treatment	-3%	-5%	1%	-2%	10%	-1%	3%	1%	6%	-3%
Tb PFK inh	1%	-3%	17µM*	1%	4%	0%	-5%	u	0%	-11%
GALK inh	2%	1%	-1%	2%	x	1%	-4%	x	-1%	-3%
TCR act	2%	-1%	2%[46.1 µM]	4%[46.1 µM]	0%	2%	3%	4%	1%[46.1 µM]	0%
FBPA coupling cs	3	2	-8	-2	x	3	1	x	-2	-2
CXXC DNA block	-24%	-1%	2%	4%	x	-5%	13%	x	-9%	-1%
Chronic BCR inh	0%	u	u	2%	0%	6%	7%	9%	2%	-2%
